Screens from PubChem BioAssay.
Nrf2 block: blocks Nrf2 signaling | A549 ARE-Fluc reporter, luciferase luminescence, 18-24 h | 360,000 tested, 2.1% active | Potency, µM (highest dose often 46 µM), without a hit: top-dose activity change, negative = inhibition, most hits filed as inhibitors | AID 504444; note: potency is the fitted concentration of half-maximal effect; % is set by controls: 0 for no effect and ±100 for the full control effect; nearly all actives have a fitted effect of over 60% in size
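Nrf2 activity is the BugLite luminescence, read 15 min after reagent at room temperature, following CellTiter-Fluor cytotoxicity readout (30 min, 37C). Compound titrations were applied for 18-24 h to 5000 A549 ARE_Fluc cells/well in 5% FBS OPTI-MEM.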
HepG2 tox: kills HepG2 cells in TGF-b inhibitor counter-screen | Potency, µM (titrated, usually from 46.1 µM), for inactives: top-dose activity change, negative = cytotoxicity, most hits filed as cytotoxic | 410,000 tested, 0.76% active | HepG2 CAGA-GFP viability, ATP luminescence, 18 h; note: potency is the fitted concentration of half-maximal effect; some results filed as inactive show a strong effect at the top dose
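CellTiter-Glo luminescence gave cytotoxicity after 18 hours at 37 degrees C. The cells were HepG2 CAGA-GFP in 1% FBS DMEM, stimulated with 500 pg/mL TGF-beta after compound addition. %Activity was normalised to no-cell wells (complete cell-killing) and DMSO (no toxicity), and curves were fitted and classified.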
Mm-Cpn inhibitor: M. maripaludis TRiC chaperonin inhibition. purified Mm-Cpn ATPase, ADP Transcreener TR-FRET. Potency, µM (titrated, usually from 76.9 µM), for the others: top-dose activity, negative = inhibition, most hits filed as inhibitors. 330,000 tested, 0.031% active. AID 504842; note: potency is the fitted concentration of half-maximal effect; % is set by controls: 0 for no effect and ±100 for the full control effect; nearly all actives have a fitted effect of over 80% in size
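ATPase read-out: TR-FRET ADP immunoassay (anti-ADP Eu cryptate vs ADP-d2), ex 320 nm, em 590/665 nm; signal drops as ADP forms. Enzyme 25 nM, ATP 10 uM, 30 min at 37°C after 10 min compound preincubation.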
pAkt inh: blocks phosphorylation of Akt | Neuro2A IGF-stimulated pAkt S473 HTRF, 20 min; hits give low values | activity change, % for hits at 50 µM | 360,000 tested, 0.32% active | AID 651550; in the data active = activity change below about -80%; inconclusive = mostly about -51% to -80%; note: % is set by controls: 0 for no effect and ±100 for the full control effect
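Single-point screen (50 µM final compound) in Neuro2A cells stimulated 20 min with 6 nM IGF at 37 deg C. After lysis, Ser473-phosphorylated Akt read by HTRF (ex 330 nm, em 615/665 nm) as the 665/615 ratio.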
A549 viability: counter-screen for Nrf2 inhibitors: cytotoxicity in A549 cells; AID 504648; 390,000 tested, 0.16% active; Potency, µM (top dose mostly 46 µM), for the others: at the top dose activity change, negative = cytotoxicity, actives largely listed as inhibitors; A549 ARE-Fluc cells, CellTiter-Fluor viability, 18-24 h; note: potency is the fitted concentration of half-maximal effect; % is set by controls: 0 for no effect and ±100 for the full control effect
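A549 ARE-Fluc cells in 5% FBS OPTI-MEM, 5000 cells/well, rested 2 h then exposed to compounds in concentration-response for 18-24 h at 37 °C. Viability by CellTiter-Fluor fluorescence (Ex 405/Em 525) after 30 min; luciferase luminescence (BugLite, 15 min, RT) read afterwards.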
TGFb inhibitor: TGF-b pathway inhibition | 410,000 tested, 1.2% active | Potency, µM (doses to about 46.1 µM), for inactives: at the highest dose activity, negative = inhibition, most hits filed as inhibitors | AID 588855 | HepG2 CAGA-GFP TGF-b/SMAD3 reporter, GFP fluorescence, 18 h; TGF-beta stimulated, 500 pg/mL final; note: potency is the fitted concentration of half-maximal effect; % is set by controls: 0 for no effect and ±100 for the full control effect; nearly all actives have a fitted effect of over 65% in size
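Using HEPG2 CAGA-GFP reporter cells at 1000 cells/well, we pinned test compounds, stimulated with recombinant TGF-beta (500 pg/mL final) and measured total well GFP after 18 h.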
Nrf2 ARE act: activates Nrf2 signaling; AREc32 ARE-luciferase reporter (MCF7-derived line), luminescence, 24 h; Potency, µM (titrated, usually from 46.1 µM), without a hit: at the top dose activation, usual class: activators; 410,000 tested, 0.31% active; AID 624171; note: potency is the fitted concentration of half-maximal effect; % of control where 0% means no effect; nearly all actives have a fitted effect of over 65% in size
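Luciferase luminescence (Steady-Glo, 30 min at room temperature) served as the read-out of ARE activation in AREc32 cells treated with compounds for 24 hr at 37 deg C.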
Abeta rescue: restores growth of yeast expressing A-beta42 peptide. yeast expressing A-beta42, growth rescue, OD600, 48 h; response scale: 0% DMSO, 100% iron-clioquinol control. Potency, µM (series often up to 46.1 µM), for inactives: at the highest dose growth rescue, most hits filed as activators. 410,000 tested, 0.063% active. AID 1347071; note: potency is the fitted concentration of half-maximal effect; nearly all actives have a fitted effect of over 55% in size
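Yeast A-beta toxicity model in growth medium with pinned compounds, 48 h at 30 C; growth read as absorbance at 600 nm. Normalized to FeCl3/clioquinol equimolar mix (positive) and DMSO (negative).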
CCT modulator: modulators of cytosolic chaperonin (CCT/TRiC) activity. purified chaperonin ATPase assay, HTRF ADP detection, 30 min. activity change, % (concentration not given with the values), hits read low. 360,000 tested, 0.3% active; in the data active = activity change below about -30%; note: % is set by controls: 0 for no effect and ±100 for the full control effect
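We incubate TRiC, 40 or 20 nM final, with library compounds at 76 uM and 10 uM ATP for 30 min at 37 °C. ADP formed is detected with Transcreener HTRF reagents after 30 min at room temperature.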
* hit, by the source's call; i = inactive; ? = inconclusive; . = not tested or not shown; [ ] = remark or other dose. Unless noted, calls come from the whole dose curve; as a rule, active = well fitted curve in the direction sought with a large enough effect; inconclusive = small, poorly fitted or top-dose-only effect, or another doubt; inactive = no such curve, though single readings can be large; an effect the other way counts as inactive or inconclusive.

#1 CCc1ccc(OC(=O)c2ccn(CC)n2)cc1
#2 Cc1cccc(-n2c(SCC(=O)NC3CCCC3)nnc2-c2ccoc2C)c1
#3 COc1ccc(N(CC(=O)N2CCN(c3ccccc3)CC2)S(=O)(=O)c2ccccc2)cc1
#4 O=C(N/N=C/C(Cl)=C/c1ccc([N+](=O)[O-])cc1)C(=O)Nc1ccccc1C(=O)O
#5 O=C(CCOc1ccccc1)Nc1ccccc1F
#6 CC(=O)Nc1ccc(S(=O)(=O)N(C)CC(=O)OCCOc2cccc(C)c2)cc1
#7 Cc1ccc2nc(NC(=O)CCn3cccc3)sc2c1
#8 Nn1c(SCC(=O)Nc2ccc(S(N)(=O)=O)cc2)nnc1C(F)(F)F
#9 O=C(Nc1ccccn1)C1CCN(S(=O)(=O)c2cccs2)CC1
#10 COc1ccccc1C(=O)Nc1cccc(C(=O)c2ccccc2)c1

screen / no.,1,2,3,4,5,6,7,8,9,10
Nrf2 block,?,-23%,.,7%,25%,3%,0%,7%,?,-16%
HepG2 tox,2%,-1%,2%,4%,0%,-5%,-2%,1%,-1%,-11%
Mm-Cpn inhibitor,-2%,0%,.,-2%,0%,2%,-1%,-3%,-1%,-6%
pAkt inh,.,i,i,i,i,i,i,i,i,i
A549 viability,8%,3%,.,-3%,3%,0%,-6%,0%,-8%,-6%
TGFb inhibitor,15%,-29%,2%,-3%,4%,13%,5%,-6%,1%,14%
Nrf2 ARE act,7.3%,-0.3%,-0.7%,21%,2.8%,-0.1%,4.7%,0.0%,4.2%,3.1%
Abeta rescue,-2%,-1%,12%,-1%,-4%,16%,11%,-2%,-2%,4%
CCT modulator,2.5,1.1,0.6,-0.7,-0.1,-4.8,1.3,0.2,-3.0,1.4

#11 Cc1nn(Cc2ccccc2Cl)c(C)c1C(=O)NCC(c1cccs1)N1CCOCC1 (stereo not given)
#12 Cc1cc(N2CCOCC2)nc2ccc(NC(=O)CCC(=O)N3CCN(c4ccccc4)CC3)cc12
#13 COc1ccc(N2CCN(C(=O)CSc3nc4cc(OC)c(OC)cc4cc3C#N)CC2)cc1
#14 Cc1noc(C)c1C(=O)Nc1ccc(-c2nnc3n2CCCCC3)cc1
#15 Cc1[nH]c2ccccc2c1C1(O)C(=O)N(Cc2ccccc2)c2ccc(Br)cc21 (stereo not given)
#16 C[C@H]1CN([C@@H](C)CO)C(=O)c2cc(Br)cnc2O[C@@H]1CN(C)S(=O)(=O)c1ccccc1
#17 O=C(NCc1ccc(F)cc1)C(=O)NCC1OCCN1S(=O)(=O)c1cc(F)ccc1F (stereo not given)
#18 COc1ccc(N2Cc3ccccc3C2=NC(=O)c2cncc(Br)c2)cc1
#19 CCOc1ccc(NC(=O)CN(C)C(=O)CSCc2cccc(C)c2)cc1OCC
#20 Cc1c(NC(=O)CCC(=O)N2CCOCC2)c(=O)n(-c2ccccc2)n1C

screen / no.,11,12,13,14,15,16,17,18,19,20
Nrf2 block,-21%,2%,-21%,3%,?,.,.,27%,-8%,10%
HepG2 tox,-20%,-24%,-8%,3%,-116%,-12%,-5%,-7%,-2%,-2%
Mm-Cpn inhibitor,-1%,-1%,1%,0%,.,.,.,1%,1%,-1%
pAkt inh,i,i,i,i,.,i,i,i,i,i
A549 viability,-19%,1%,3%,1%,-12%,.,.,7%,-9%,2%
TGFb inhibitor,-25%,-2%,2%,-3%,?,-3%,-4%,-6%,-8%,-7%
Nrf2 ARE act,3.5%,-0.3%,1.9%,-0.2%,-0.9%,-0.7%,0.0%,2.5%,2.2%,-0.6%
Abeta rescue,6%,-9%,11%,-15%,-61%[inhibitor],6%,-3%,-29%,11%,1%
CCT modulator,-0.2,-7.1,1.0,-2.6,.,-0.7,1.0,-5.5,-3.8,0.1

#21 CCC(=NCCc1ccccc1)C1=C(O)CCC1=O
#22 CC(C)NC(=O)C(=O)NCCCN1CCOCC1
#23 Cc1ccc(C(=O)/C=C/c2cc(Br)cc(Br)c2O)o1
#24 N#Cc1ccc(C2=NC(C(F)(F)F)(C(F)(F)F)c3c(n(Cc4ccco4)c(=O)[nH]c3=O)N2)cc1
#25 CSCCC(C(=O)Nc1c(C)cccc1C)N1CCN(c2ccc(F)cc2)CC1 (stereo not given)
#26 O=C(NCCCc1ccccc1)c1c(O)nc2sccn2c1=O
#27 CC(=O)c1ccc(S(=O)(=O)N2CCN(CC#N)CC2)cc1
#28 COc1ccc(OCCNC(=O)c2ccccc2OCC(=O)N2CCCCC2)cc1
#29 CC(=O)c1coc2ccc(OCCN3CCCCC3)cc12
#30 Cc1cccc(N2CCN(C(=O)c3noc4c3CCCCC4)CC2)c1C

screen / no.,21,22,23,24,25,26,27,28,29,30
Nrf2 block,.,11%,-10%,24%,.,?,-11%,.,1%,?
HepG2 tox,21%,4%,14%,-3%,-67%,0%,10%,-6%,-20%,-12%
Mm-Cpn inhibitor,-1%,-1%,?,1%,.,2%,-18%,3%,0%,.
pAkt inh,i,i,i,.,i,i,i,i,i,.
A549 viability,1%,-5%,7%,0%,.,-6%,1%,-1%,8%,-1%
TGFb inhibitor,31%[activator],6%,18%,-5%,?,0%,-2%,27%,?,?
Nrf2 ARE act,2.8%,-0.9%,?,-0.2%,-1.2%,3.5%,4.2%,0.1%,2.8%,0.1%
Abeta rescue,-5%,1%,-20%,-4%,4%,-21%,7%,-10%,-22%,6%
CCT modulator,-1.5,-1.5,-2.3,-4.8,0.2,-0.3,0.0,-0.8,0.2,.

#31 O=C(Oc1ccc(/C=N/NC(=O)c2ccccn2)cc1)c1cccc(Br)c1
#32 Cc1ccc(NC(=O)CCC(=O)N/N=C/c2ccc(O)cc2O)cc1
#33 COc1cc(OC)c(OC)cc1/C=N/n1c(C)nc2ccccc2c1=O
#34 O=C(O)CN1C(=O)/C(=C/c2ccc(SCc3ccccc3)o2)SC1=S
#35 CSc1nc2ccc(NC(=O)NC(=O)c3c(F)cccc3F)cc2s1
#36 COc1ccc(NC(=S)N(CCCN2CCOCC2)C(C)c2cc3cccc(OC)c3o2)cc1 (stereo not given)
#37 COc1cc(NC(=O)CN(c2ccc(C)cc2)S(=O)(=O)c2cccc3nonc23)cc(OC)c1
#38 COc1ccc2c(CC(=O)N3CCc4cc(OC)c(OC)cc4C3)coc2c1
#39 CCc1nc(SCC(=O)Nc2ccc(N(C)C)cc2)c2ccccc2n1
#40 CCOC(=O)c1c(NC(=O)CSc2nc3c(c(=O)n(C)c(=O)n3C)n2C(C)C)sc(C)c1C

screen / no.,31,32,33,34,35,36,37,38,39,40
Nrf2 block,?,?,-5%,6%,3%,9%,-17%,-19%,-79%,6%
HepG2 tox,2%,-18%,-6%,-26%,0%,-28%,-17%,-3%,-17%,3%
Mm-Cpn inhibitor,-3%,4%,1%,-6%,-2%,-1%,.,1%,-5%,-9%
pAkt inh,i,i,i,i,i,i,.,i,i,i
A549 viability,-8%,1%,2%,-12%,0%,-10%,8%,-3%,-6%,1%
TGFb inhibitor,-2%,0%,-10%,-1%,-10%,?,?,0%,-3%,2%
Nrf2 ARE act,3.8%,-1.6%,6.5%,-0.2%,2.6%,0.5%,3.6%,-0.2%,5.2%,-0.6%
Abeta rescue,7%,-3%,6%,0%,16%,-2%,-1%,4%,-3%,13%
CCT modulator,0.2,-1.7,-0.2,-1.0,0.1,-1.0,.,0.6,-2.1,-2.2

Part of the list above, as labelled records:
#10 COc1ccccc1C(=O)Nc1cccc(C(=O)c2ccccc2)c1
  Nrf2 block = -16% | HepG2 tox = -11% | Mm-Cpn inhibitor = -6% | pAkt inh = i | A549 viability = -6% | TGFb inhibitor = 14% | Nrf2 ARE act = 3.1% | Abeta rescue = 4% | CCT modulator = 1.4

#11 Cc1nn(Cc2ccccc2Cl)c(C)c1C(=O)NCC(c1cccs1)N1CCOCC1 (stereo not given)
  Nrf2 block = -21% | HepG2 tox = -20% | Mm-Cpn inhibitor = -1% | pAkt inh = i | A549 viability = -19% | TGFb inhibitor = -25% | Nrf2 ARE act = 3.5% | Abeta rescue = 6% | CCT modulator = -0.2

#12 Cc1cc(N2CCOCC2)nc2ccc(NC(=O)CCC(=O)N3CCN(c4ccccc4)CC3)cc12
  Nrf2 block = 2% | HepG2 tox = -24% | Mm-Cpn inhibitor = -1% | pAkt inh = i | A549 viability = 1% | TGFb inhibitor = -2% | Nrf2 ARE act = -0.3% | Abeta rescue = -9% | CCT modulator = -7.1

Continued:
#41 O=S(=O)(c1ccc(-c2csc(=Nc3ccc(F)cc3)n2CCCCCCO)cc1)N1CCCC1
#42 CCOC(=O)c1[nH]c(C)c(CCC(=O)Nc2cc(Cl)ccc2C)c1C
#43 CC(C)CNc1ncnc2c1ncn2[C@H]1CN(Cc2ccncc2)C[C@@H](CO)O1
#44 CCC1CCc2c(sc(NC(=O)c3ccco3)c2C(N)=O)C1 (stereo not given)
#45 C[C@H](CO)N1C[C@H](C)[C@@H](CN(C)S(=O)(=O)c2ccc(F)cc2)OCc2cn(nn2)CCCC1=O

screen / no.,41,42,43,44,45
Nrf2 block,23µM*,.,.,?,.
HepG2 tox,-12%,-28%,4%,-25%,8%
Mm-Cpn inhibitor,.,.,.,-4%,.
pAkt inh,.,.,i,i,i
A549 viability,?,-15%,.,2%,.
TGFb inhibitor,?,-4%,2%,4%,1%
Nrf2 ARE act,-3.2%,0.2%,-0.8%,?,-0.1%
Abeta rescue,-8%,-13%,-2%,-30%[inhibitor],-7%
CCT modulator,.,.,1.2,1.9,1.9
